CF NFkB block: inhibitors of PAF-induced NF-kB signaling, primary screen, cell-based, GFP fluorescence, uHTS; 360,000 tested, 0.86% active; inhibition, % at 5 µM; KKLEB NF-kB-GFP reporter, GFP fluorescence overnight;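 active = at least 50% inhibition at 5 µM, scaled per plate between neutral and stimulator controls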;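 note: PAF is a Pseudomonas aeruginosa culture filtrate used as stimulus; plate controls were PAF-stimulated DMSO wells for no effect and unstimulated DMSO wells for full effect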
COUP-TFII inh: NR2F2 transcriptional activity inhibitors, primary screen, cell-based, luciferase reporter, HEK293T, luminescence; AID 686940, 2013; inhibition, % at 8.6 µM; HEK293T NGFI-A luciferase reporter; COUP transcription factor 2 (Homo sapiens), P24468; 370,000 tested, 0.7% active;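 active = inhibition above a per-plate cutoff, mean inhibition of test wells between control levels plus 3 SD, cut at about 38% in these data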;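 note: cells cotransfected with COUP-TFII expression vector driving the NGFI-A reporter; 0% = median of COUP-TF2 test wells and 100% = reporter-only cells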
Target sequence (P24468 whole entry, looked up): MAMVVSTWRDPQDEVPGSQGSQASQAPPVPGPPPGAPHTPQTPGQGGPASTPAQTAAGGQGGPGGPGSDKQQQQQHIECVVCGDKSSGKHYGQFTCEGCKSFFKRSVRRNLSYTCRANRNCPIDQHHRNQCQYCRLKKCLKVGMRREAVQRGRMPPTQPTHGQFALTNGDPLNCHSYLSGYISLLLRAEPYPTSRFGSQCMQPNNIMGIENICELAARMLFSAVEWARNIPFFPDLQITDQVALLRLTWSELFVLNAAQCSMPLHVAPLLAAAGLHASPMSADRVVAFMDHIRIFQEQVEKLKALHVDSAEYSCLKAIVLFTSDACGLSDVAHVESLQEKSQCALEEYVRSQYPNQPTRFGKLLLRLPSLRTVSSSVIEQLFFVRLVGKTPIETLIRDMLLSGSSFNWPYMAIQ
KKLEB cytotox: cytotoxicity in KKLEB CF airway cells, primary screen, cytotoxicity control for CF NF-kB inhibitor project, cell-based, uHTS, fluorescence assay plates; KKLEB CF airway cells viability, ATPlite luminescence, overnight; stronger effect = lower value; cells stimulated with P. aeruginosa culture filtrate; activity change (cytotoxicity), % at 5 µM; 360,000 tested, 0.36% active;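 active = corrected activity change at or below -50% at 5 µM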
SRC1 inh: SRC1 coactivator transcriptional activity inhibitors, primary screen, cell-based, luminescence; Nuclear receptor coactivator 1 (Homo sapiens), Q15788; HEK293 GAL4-SRC1 luciferase reporter; inhibition, % at 3.6 µM; 360,000 tested, 0.12% active;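 active = inhibition above the campaign mean plus 3 SD, with each screening campaign given its own cutoff, cut at about 60% in these data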;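 note: 0% = DMSO treated cells and 100% = gossypol at 36 µM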
LMP1 NFkB inh: EBV LMP1-driven NF-kappaB luciferase reporter inhibitors, primary screen, cell-based, luminescence, single point; LMP1-induced NF-kappaB luciferase reporter cells; 350,000 tested, 0.69% active; AID 504558, 2011; inhibition, % at 12.5 µM; in the data active = inhibition above about 41%;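 note: 0% = neutral control wells and 100% = reference inhibitor control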
TWEAK-Fn14 inh: inhibitors of TWEAK-Fn14 signaling, primary screen, luciferase reporter cells, uHTS; inhibition, % at 10 µM; 360,000 tested, 2% active; TWEAK-stimulated Fn14 reporter cells, luciferase luminescence, 8 h; AID 1159606, 2016; in the data active = inhibition above about 50%
NR5A2 inv ag: LRH-1 (NR5A2) inverse agonists, primary screen, cell-based, luminescence, HEK293T, StAR-luciferase reporter | Nuclear receptor subfamily 5 group A member 2 (Homo sapiens), O00482 | LRH-1 transfected, 24 h | inhibition, % at 3.6 µM | 360,000 tested, 0.13% active | AID 602396, 2012;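 active = inhibition above the mean inhibition of all tested compounds plus 3 SD, cut at about 73% in these data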;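 note: 0% = DMSO wells and 100% = reporter-only cells lacking LRH-1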
Target sequence (O00482 whole entry, looked up): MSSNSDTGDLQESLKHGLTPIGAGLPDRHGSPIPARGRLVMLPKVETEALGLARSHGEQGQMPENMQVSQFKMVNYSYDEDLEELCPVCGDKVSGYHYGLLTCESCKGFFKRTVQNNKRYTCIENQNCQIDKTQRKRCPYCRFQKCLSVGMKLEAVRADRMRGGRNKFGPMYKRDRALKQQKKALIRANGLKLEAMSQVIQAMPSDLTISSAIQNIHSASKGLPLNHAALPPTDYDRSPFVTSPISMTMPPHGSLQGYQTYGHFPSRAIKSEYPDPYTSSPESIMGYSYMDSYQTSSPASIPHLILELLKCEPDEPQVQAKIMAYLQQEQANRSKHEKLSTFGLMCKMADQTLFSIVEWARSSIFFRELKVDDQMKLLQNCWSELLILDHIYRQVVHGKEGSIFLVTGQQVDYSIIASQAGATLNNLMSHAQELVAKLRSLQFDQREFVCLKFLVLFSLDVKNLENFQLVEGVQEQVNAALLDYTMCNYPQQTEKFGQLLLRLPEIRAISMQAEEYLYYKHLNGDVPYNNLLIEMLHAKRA
SRC2 inh: inhibition of GAL4-SRC2 driven luciferase reporter, primary screen, SRC2 inhibitor project, cell-based, luminescence | Nuclear receptor coactivator 2 (Homo sapiens), Q15596 | HEK293 GAL4-SRC2 luciferase reporter | inhibition, % at 9 µM | 370,000 tested, 0.17% active | AID 651957, 2012;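 active = inhibition above the mean inhibition of all tested compounds plus 3 SD, set per campaign, cut at about 52% in these data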;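 note: 0% = DMSO treated cells and 100% = cells given Gossypol at 36 µM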
TRAIL sens C8: viability loss with TRAIL in NB7+C8 cells, primary screen, TRAIL sensitizer project, cell-based, ATPlite luminescence; 360,000 tested, 1% active; inhibition (viability loss, TRAIL sensitization), % at 10 µM; AID 624354, 2012;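 active = compounds causing at least 50% loss of cell viability in the single-dose screen, relative to plate controls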
NCOA3 inh: SRC3 coactivator transcriptional activity inhibitors, primary screen, cell-based, luminescence; AID 588352, 2011; HEK293 GAL4-SRC3 luciferase reporter; inhibition, % at 3.6 µM; 360,000 tested, 0.17% active;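 active = inhibition above a per-campaign cutoff, the mean of all compounds plus 3 SD, cut at about 60% in these data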;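 note: 0% = DMSO-treated cells and 100% = gossypol-treated cells at 36 µM; higher means less SRC3-driven luciferase light from the GAL4 reporter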
TROY NFkB inh: inhibitors of TROY-driven NF-kB signaling, primary screen, Q293 LMP1-TROYcd cells, NF-kB luciferase, uHTS; Q293 LMP1-TROYcd NF-kB luciferase reporter, 4 h; inhibition, % at 10 µM; 360,000 tested, 0.98% active;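 active = compounds whose plate-normalised and pattern-corrected inhibition of the luciferase reporter signal at the single screening dose is 50% or more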
* = called active by the depositor; · = no result given.

SMILES | CF NFkB block | COUP-TFII inh | KKLEB cytotox | SRC1 inh | LMP1 NFkB inh | TWEAK-Fn14 inh | NR5A2 inv ag | SRC2 inh | TRAIL sens C8 | NCOA3 inh | TROY NFkB inh
Cc1ccc(S(=O)(=O)N(C)c2ccc(OC(=O)c3cc(=O)[nH]c4ccccc34)cc2)cc1 | 6 | 2 | -7 | 13 | 0 | 25 | 13 | 10 | 11 | 4 | 23
CCC1CCCCN1Cc1nc2c(c(=O)n(C)c(=O)n2C)n1Cc1ccccc1 (centres undefined) | -20 | 14 | 8 | -4 | -3 | -10 | 19 | -4 | 5 | 3 | -5
Cc1ccc(NC(=O)/C(C#N)=C/c2ccc(Sc3nc(C)cc(C)n3)o2)cc1 | -6 | 18 | -2 | -1 | 2 | 2 | -6 | -11 | -5 | 11 | -28
C=CCN(C(=O)CSc1nc2ccsc2c(=O)n1Cc1ccc(C(=O)O)cc1)c1ccccc1 | 4 | -5 | 4 | 8 | -3 | -8 | 3 | -24 | -9 | -26 | -2
O=C(c1ccccc1)c1cccc(NC(=O)c2ccc(Br)o2)c1 | 8 | -17 | -4 | -20 | 2 | 17 | -25 | -22 | 7 | -10 | -15
NC(=O)CN1CCOCCOCCN(CC(N)=O)CCOCC1 | 6 | -15 | 2 | -8 | -7 | -16 | 2 | -24 | -16 | 4 | 2
CC(NC(=O)CN(C)Cc1cccc(Cl)c1)c1ccccc1 (centres undefined) | 2 | 15 | 3 | -10 | -3 | 26 | -8 | -8 | -22 | 9 | 0
COc1cc(/C=C/C(=O)OCC(=O)Nc2ccc([N+](=O)[O-])cc2)ccc1O | -18 | 7 | 4 | 13 | -2 | -8 | -6 | -15 | -9 | 9 | 15
CN(CCNC(=O)CCCOc1cc(=O)n(C)c2ccccc12)Cc1ccccc1 | -11 | -32 | -25 | -52 | 7 | -19 | 4 | -34 | -6 | -4 | 1
O=C(COC(=O)CCCc1nc2ccccc2s1)NC(=O)NCc1ccco1 | -4 | -2 | 4 | -30 | 5 | 5 | -6 | 17 | 5 | 3 | 2
Cc1cccc(N2CC(=O)N(c3cccc(C)c3)CC2=O)c1 | 5 | -1 | 3 | -11 | 0 | -14 | -2 | 15 | -12 | -4 | -1
O=C(COC(=O)Cc1ccccc1F)Nc1cc(S(=O)(=O)N2CCOCC2)ccc1N1CCCC1 | -2 | -9 | 1 | 0 | -13 | 12 | 13 | -7 | -4 | 6 | -8
O=C(NCCCCl)C1CC(=O)N(CCc2ccc(F)cc2)C1 (centres undefined) | 7 | -2 | 0 | 10 | -2 | -5 | 4 | -14 | 2 | -9 | 1
CCOc1cc(-c2nc(-c3ccc(OC)cc3)no2)cc(OCC)c1OCC | -16 | 3 | 8 | 8 | 6 | -8 | 4 | 4 | -8 | 16 | 11
CCn1ccnc1CN(C)C(=O)CC1C(=O)NCCN1Cc1c(F)cccc1Cl (centres undefined) | 1 | -15 | 12 | 3 | 7 | 0 | 20 | 17 | -5 | 12 | -4
O=C(CC12CC3CC(CC(C3)C1)C2)NC(Cc1ccccc1)C(=O)O (centres undefined) | -10 | -13 | 3 | -3 | -2 | -1 | 10 | -17 | 5 | 12 | 5
Cc1c(NC(=O)c2n[nH]c(=O)c3ccccc23)c(=O)n(-c2ccccc2)n1C | 2 | 6 | -8 | 2 | 5 | -5 | -1 | -2 | 7 | 6 | 1
Fc1cccc(Cl)c1Cn1nnc(-c2ccc(N3CCOCC3)cc2)n1 | 1 | -4 | -6 | -11 | -1 | -25 | 8 | -10 | -9 | -9 | -48
O=C(Cc1ccc(Br)cc1)NC1CCSC1=O (centres undefined) | -13 | -2 | 12 | -7 | -2 | -12 | -11 | -26 | 10 | 10 | 19
Cc1noc(C)c1C(=O)N1CCC(CO)(Cc2ccccc2)CC1 | -2 | 8 | 4 | 8 | -1 | -16 | -9 | -6 | 0 | 10 | -13
CCN1C(=O)[C@H]2[C@@H](c3ccc(-c4ccc(F)cc4)cc3)N[C@@](Cc3ccccc3)(C(=O)OC)[C@H]2C1=O | 18 | 0 | -6 | -10 | 6 | -2 | -24 | -17 | 26 | 6 | 9
Cc1ccc2c(c1)N(C(C)C(=O)NCCc1ccccc1)C(=O)CO2 (centres undefined) | 10 | 18 | 1 | -24 | -5 | 2 | -16 | -4 | -2 | -12 | -3
COc1ccc(NS(=O)(=O)c2ccc(Cl)c(C(=O)O)c2)cc1S(=O)(=O)N1CCCCC1 | -11 | 23 | 12 | 3 | -1 | 3 | -5 | -10 | -3 | 3 | -5
CC(=O)N/C(=C/c1ccc2c(c1)OCO2)C(=O)Nc1ccccc1 | 17 | -34 | -11 | -41 | 20 | -15 | -42 | -108 | -5 | -31 | 11
O=C(NC1CCSC1=O)c1cccc(C(=O)NC2CCSC2=O)c1 (centres undefined) | -11 | -7 | 4 | -5 | -2 | 6 | -3 | 3 | -1 | 2 | -7
O=C(N/N=C/c1ccncc1)c1cc2ccccc2cc1O | 6 | -7 | -8 | -12 | -3 | -1 | -8 | -7 | -9 | -20 | -9
Cc1ccc2c(c1)[nH]c1c(=O)n(CCN3CCCCC3)cnc12 | -4 | -1 | -5 | -15 | -27 | -26 | 1 | -37 | -12 | -7 | -27
CC(=O)Nc1ccc(NC(=O)C(C)Sc2nnc(-c3cccs3)o2)cc1 (centres undefined) | -7 | -24 | 8 | -24 | -2 | 11 | -15 | -5 | 3 | -8 | -1
CC(=O)N1CCCc2ccc(NS(=O)(=O)c3ccc(C)c(C)c3)cc21 | -7 | 7 | 10 | 8 | 14 | 5 | 26 | -5 | 8 | -33 | 19
O=C(COC(=O)c1ccc(F)c(S(=O)(=O)N2CCOCC2)c1)Nc1ccc2c(c1)OCO2 | 16 | 18 | -7 | -23 | -6 | 12 | -4 | 3 | 0 | 1 | 5
C1CCN(C2CCN(c3nc4nonc4nc3N3CCSCC3)CC2)C1 | 2 | -3 | 1 | 0 | 0 | 0 | 1 | -19 | -5 | 9 | 0
CCOC(=O)Cc1csc(SCC(=O)Nc2cc(Cl)ccc2Oc2ccccc2)n1 | 3 | 12 | -6 | -1 | 11 | 32 | 9 | 24 | 7 | 10 | 22
COC(=O)c1ccc(NC(=O)CN(c2ccc(C)cc2)S(=O)(=O)c2c(C)nn(C)c2C)cc1 | -3 | 10 | 12 | -1 | 0 | 27 | -2 | -6 | 17 | 4 | -4
Nc1nnc(SCc2nnc(-c3ccccc3)o2)s1 | 4 | 0 | -6 | -9 | 1 | -1 | -15 | 4 | 4 | -23 | -16
O=C(CN1CCN(S(=O)(=O)c2ccc(Br)s2)CC1)N1CCCCC1 | 23 | -6 | -4 | -7 | -1 | -3 | -11 | 9 | 3 | 2 | 10
CCc1cc(=O)[nH]c(SCc2cccnc2)n1 | 22 | · | -8 | -16 | -4 | -6 | -11 | · | -13 | -41 | -4

One compound at a time (already shown). Order of screens: CF NFkB block	COUP-TFII inh	KKLEB cytotox	SRC1 inh	LMP1 NFkB inh	TWEAK-Fn14 inh	NR5A2 inv ag	SRC2 inh	TRAIL sens C8	NCOA3 inh	TROY NFkB inh
Results for C1CCN(C2CCN(c3nc4nonc4nc3N3CCSCC3)CC2)C1 = 2	-3	1	0	0	0	1	-19	-5	9	0
Results for COC(=O)c1ccc(NC(=O)CN(c2ccc(C)cc2)S(=O)(=O)c2c(C)nn(C)c2C)cc1 = -3	10	12	-1	0	27	-2	-6	17	4	-4

Carrying on:
SMILES | CF NFkB block | COUP-TFII inh | KKLEB cytotox | SRC1 inh | LMP1 NFkB inh | TWEAK-Fn14 inh | NR5A2 inv ag | SRC2 inh | TRAIL sens C8 | NCOA3 inh | TROY NFkB inh
O=C(Nc1ccn(Cc2cccc3ccccc23)n1)c1cccnc1 | 7 | -3 | -4 | 10 | 0 | 18 | -1 | -19 | -1 | 9 | 0
O=C(OCC(=O)c1ccc[nH]1)C1=COCCO1 | 8 | 3 | -20 | -6 | -7 | 4 | -19 | 0 | 0 | -14 | -22
CCCNC(=O)C1(C)CCCN(CC(=O)c2ccccc2OC)C1 (centres undefined) | -19 | 1 | -1 | 6 | · | 6 | 5 | -11 | -10 | -5 | 12
COc1cc2[nH]c(=O)n3nc(-c4ccccc4)nc3c2cc1OC | -86 | · | -13 | -26 | -16 | 7 | -29 | · | -2 | 12 | 1
O=C(c1cc(-c2ccccc2O)on1)N1CCCCCC1 | -17 | -37 | 6 | -69 | -22 | -18 | -144 | -66 | 10 | -108 | -31
Cc1cccc(NC(=S)NCc2cccs2)c1C | 4 | -1 | -1 | -24 | -1 | 2 | 12 | 10 | 0 | -16 | -27
Cc1ccc(CNS(=O)(=O)c2ccc3c(c2)n(C)c(=O)n3C)cc1 | 5 | 21 | -8 | -1 | 12 | 4 | 1 | 18 | 9 | 1 | 9
COc1ccc(-c2cccc(NS(=O)(=O)c3ccc([N+](=O)[O-])cc3)c2)nn1 | 25 | 8 | -7 | -1 | 16 | 0 | -12 | -13 | 2 | -2 | 25
O=C1CC(NCc2ccncc2)C(=O)N1c1ccc(Cl)cc1 (centres undefined) | 7 | 16 | 1 | -37 | -12 | 5 | 8 | -8 | -14 | -11 | -14
O=C1CSC(c2ccc([N+](=O)[O-])cc2)N1c1ccccc1F (centres undefined) | 8 | 6 | -1 | -9 | -1 | 6 | -3 | 4 | -1 | 9 | 13
CSc1ccccc1C(=O)NCCCOC(C)C | 8 | · | -5 | -31 | 9 | -7 | -3 | · | -7 | 1 | 5
O=C(NC1CCCCCC1)C1c2ccccc2C(=O)N1C1CC1 (centres undefined) | 0 | · | -1 | 4 | -2 | 2 | 12 | · | -7 | 25 | 2
CCn1c(SCC(=O)Nc2cc(C)c(Cl)cc2OC)nnc1-c1ccco1 | -8 | 9 | 13 | -10 | -8 | -18 | -4 | -4 | -4 | 16 | -13
Cc1cc(C)n(C(=O)Cn2nc(C(F)F)cc2C)n1 | -15 | -6 | -14 | 8 | -5 | -1 | 5 | -2 | 5 | 7 | 2
COCCCn1c(SCC(=O)Nc2ccc3c(c2)OCCO3)nnc1-c1ccoc1C | 0 | 5 | 7 | -20 | -8 | 64* | 10 | 8 | -4 | 5 | 16
Cn1c(=O)oc2cc(S(=O)(=O)CCC(=O)Nc3ccccc3)ccc21 | -1 | -6 | 1 | 8 | 0 | -14 | 6 | -14 | 15 | 4 | -8
CCN(CC(=O)NCc1ccc(Cl)cc1)C(=O)/C=C/c1cc(OC)c(OC)c(OC)c1 | 7 | -17 | 7 | 10 | -1 | -1 | 4 | 8 | 6 | 12 | -6
CC(=O)NC(CC(C)C)C(=O)NC(CO)C(=O)NC(CCC(=O)O)C(=O)NC(C)C(=O)NC(CC(C)C)C(N)=O (centres undefined) | 4 | -17 | -6 | 3 | 1 | 3 | 1 | -14 | -2 | 10 | -7

Screens (PubChem)

The order is random; 4.2% or so of the library scored in one or more.
